# Bioassay records as filed in PubChem BioAssay.
# 12-hLO inh = 12-hLO (ALOX12) enzyme inhibition | Potency, µM (series often up to 57.1 µM), without a hit: top-dose activity change, negative = inhibition, usual class: inhibitors | P18054 | hit rate 0.12% among 150,000 | AID 1452 | purified 12-hLO, xylenol orange hydroperoxide absorbance; also: potency is read from the fitted curve at half-maximal effect; nearly all actives have a fitted effect of over 55% in size; many of its hits are not listed in these tables
#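 Hydroperoxide output read as Fe(III)-xylenol orange absorbance, 573-to-405 nm ratio, after 30 min reaction with 40 uM arachidonic acid. Enzyme: 150 nM purified human 12hLO, 15 min compound preincubation; 25 mM Hepes pH 7.0, room temperature.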
# ALOX15B inhib = inhibitors of human 15-lipoxygenase 2 (ALOX15B); O15296; purified 15hLO-2, xylenol orange hydroperoxide absorbance; Potency, µM (titrated, usually from 57.1 µM), without a hit: top-dose activity change, negative = inhibition, most hits filed as inhibitors; hit rate 0.56% among 110,000; also: potency is read from the fitted curve at half-maximal effect; nearly all actives have a fitted effect of over 60% in size; many of its hits are not listed in these tables
# Target sequence (O15296 whole entry, looked up): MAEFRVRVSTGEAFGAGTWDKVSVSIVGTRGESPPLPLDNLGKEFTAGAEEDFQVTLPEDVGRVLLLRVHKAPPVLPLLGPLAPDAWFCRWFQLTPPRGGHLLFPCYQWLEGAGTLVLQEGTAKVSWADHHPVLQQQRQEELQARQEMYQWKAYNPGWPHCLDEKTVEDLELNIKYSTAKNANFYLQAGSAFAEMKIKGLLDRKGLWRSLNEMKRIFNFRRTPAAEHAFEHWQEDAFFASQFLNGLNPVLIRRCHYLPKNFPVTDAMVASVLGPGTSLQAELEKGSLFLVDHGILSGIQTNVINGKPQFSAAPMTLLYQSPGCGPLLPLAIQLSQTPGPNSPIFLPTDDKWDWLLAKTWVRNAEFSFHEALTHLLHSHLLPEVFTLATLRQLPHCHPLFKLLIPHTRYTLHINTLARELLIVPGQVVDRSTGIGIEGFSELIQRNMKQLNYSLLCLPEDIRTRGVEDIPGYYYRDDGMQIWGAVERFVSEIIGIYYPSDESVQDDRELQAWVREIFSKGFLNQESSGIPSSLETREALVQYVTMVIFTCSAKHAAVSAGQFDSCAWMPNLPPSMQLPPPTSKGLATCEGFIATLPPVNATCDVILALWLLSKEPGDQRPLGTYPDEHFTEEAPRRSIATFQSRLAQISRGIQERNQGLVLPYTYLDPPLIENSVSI
#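 Purified human 15hLO-2 (50 nM final) preincubated with compounds 15 min at room temperature in 25 mM Hepes pH 7.5, 0.01% Triton X-100, then 45 uM arachidonic acid added for 90 min; hydroperoxide detected via ferrous/xylenol orange, 573/405 nm absorbance ratio.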
# PNC assembly inh = perinucleolar compartment assembly inhibition | AID 2417 | PC3M PTB-GFP, PNC prevalence imaging, 16 h; stronger effect = lower value | activity change (PNC), negative = inhibition, % at 10 µM | hit rate 3.1% among 140,000;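 active = readout at or below -70, meaning at least 70% loss of cells showing the perinucleolar compartment, a nuclear body marking cancer cells; inconclusive = readout between -30 and a set limit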;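 also: plate controls were DMSO wells for no effect and camptothecin positive control wells for full effect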
#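 PC3M cells stably expressing PTB-GFP, 750–1000 cells/well, treated 16 h at 37 °C with compound (23 nl of library stock), in duplicate. After paraformaldehyde fixation and Hoechst stain, imaged at 20x; PNC prevalence scored by image analysis.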
# IMPase inh = cell-permeable inhibitors of inositol monophosphatase (IMPase); CHO-M1 cells, IP1 accumulation, HTRF TR-FRET ratio; 120,000 tested, under 10 active; inhibition (IP1 accumulation), % at 46.1 µM; P97697; active = well fitted curve in the direction sought with a large enough effect in the signal ratio, not every such curve was filed as active; inconclusive = small, poorly fitted or top-dose-only effect, or a change in a side signal; inactive = no such curve, though single readings can be large or run the other way; the % refers to the signal ratio;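 also: cells stimulated with carbachol in lithium chloride buffer; plate controls were DMSO basal wells for no effect and reference inhibitor wells for full effect; higher means more IMPase inhibition seen as more IP1 and lower FRET ratio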
# Target sequence (P97697 whole entry, looked up): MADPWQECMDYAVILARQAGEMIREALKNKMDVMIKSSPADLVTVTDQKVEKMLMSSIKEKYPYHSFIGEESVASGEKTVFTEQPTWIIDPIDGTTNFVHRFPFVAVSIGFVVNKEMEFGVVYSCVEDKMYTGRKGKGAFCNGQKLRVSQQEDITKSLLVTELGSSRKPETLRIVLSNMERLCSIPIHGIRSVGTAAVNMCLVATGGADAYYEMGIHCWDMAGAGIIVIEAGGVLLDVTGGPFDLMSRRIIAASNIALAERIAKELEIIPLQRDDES
#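 Seeded CHO-M1 cells were dosed with compound at up to 46 uM, stimulated with carbachol for 30 min, then lysed in IP-One detection reagents. Higher IP1 lowers the TR-FRET signal.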
# Numbers without * were called inactive; ? = inconclusive; . = no result given; & = joins results of further samples; [ ] = remark or other dose. Unless noted, calls follow the shape of the dose curve; as a rule, active = well fitted curve in the direction sought with a large enough effect; inconclusive = small, poorly fitted or top-dose-only effect, or another doubt; inactive = no such curve, though single readings can be large; an effect the other way counts as inactive or inconclusive. Unless noted, % is scaled to controls: 0 for no effect and ±100 for the full control effect. Some of the compounds tested; the hit share may differ from the screen's.
SMILES,12-hLO inh,ALOX15B inhib,PNC assembly inh,IMPase inh
O=C1CC(c2ccc(F)cc2)C2=C(CCCC2=O)N1 (stereo not given),-2%,-11%,3,-3
Cc1nn(-c2cccc(Cl)c2)c(Cl)c1/C=N/NC(=O)c1cccs1,0%,.,?,0
CCN(CC)CCCN1C(=O)CSC1c1ccc2c(c1)OCO2 (stereo not given),-2%,-6%,-6,8
CC(C)Oc1cccc(-c2cc(C(=O)N3CCN(S(C)(=O)=O)CC3)c3ccccc3n2)c1,3%,7%,?,3
CCCCNC(=O)C12CCC(C)(C(=O)C1Br)C2(C)C (stereo not given),-1%,.,?,.
CC(=O)c1ccc(NC(=O)C2CCN(S(=O)(=O)c3cccc4cccnc34)CC2)cc1,-1%,.,-18,-2
CC(C(=O)N1CCN(c2ccc(Cl)cc2)CC1)c1ncc(C(F)(F)F)cc1Cl (stereo not given),2%,-1%,41,3
CN1CC(=O)N(CC(=O)NCc2ccc3c(c2)OCO3)C1=O,1%,2%,20,-1
CCn1nc(C(=O)OC(C(=O)c2c[nH]c3ccccc23)c2ccccc2)c2ccccc2c1=O (stereo not given),1%,-4%,7,9
CCC(C)NC(=O)CSc1nc2n[nH]c(C)c2c(=N)n1-c1ccc(OC)cc1 (stereo not given),-6%,-8%,-21,-7
COCc1nnc(NC(=O)c2ccc(NC(=O)C(C)C)cc2)s1,-3%,-1%,-16,4
CCCc1cc(=O)oc2c(CN3CCCC3)c(O)c(Cl)cc12,-8%,-3%,?,?
Brc1ccc(-c2ccc(/C=N/Nc3nncc(-c4ccccc4)n3)o2)cc1,9%,0%,24,-1
CCOC(=O)Cc1c(C)nc2c(-c3ccccc3)c[nH]n2c1=O,5%,0%,?,-5
COCC1C2CC[C@H]3C(OCc4ccc(F)cc4C(F)(F)F)OC[C@]4(C)[C@H]3C2=C(CN4C(=O)OC(C)(C)C)[C@H](C)C1COC (stereo not given in full),-2%,4%,.,.
C/C(=N\NC(=O)c1cc(Cl)ccc1O)c1ccc(Br)s1,0%,.,-9,-2
CCC(=NCc1ccccc1)C1=C(O)C(C(=O)OC)C(C)(C)CC1=O (stereo not given),-17%,0%,6,13
COc1ccc(C2C(C#N)=C(N)Oc3n[nH]c(C)c32)cc1Cn1nnc2ccccc21 (stereo not given),-8%,-7%,45,11
Cc1c(Cl)cccc1NC(=O)CNC(=O)c1ccccc1F,0%,.,?,-5
CCn1c(C(=O)NCCCc2ccccc2)cc2sccc21,-2%,.,-17,.

# Quoted at random: two records from the list, in no set order.
SMILES,12-hLO inh,ALOX15B inhib,PNC assembly inh,IMPase inh
Brc1ccc(-c2ccc(/C=N/Nc3nncc(-c4ccccc4)n3)o2)cc1,9%,0%,24,-1
Cc1c(Cl)cccc1NC(=O)CNC(=O)c1ccccc1F,0%,.,?,-5

# (next part)
SMILES,12-hLO inh,ALOX15B inhib,PNC assembly inh,IMPase inh
COc1ccc(C(=O)N2CCCC(c3ccccc3)C2)cc1 (stereo not given),4%,-6%,48,15
CSc1ccc(CNc2ccccn2)cc1,1%,21%,4,-3
CCc1ccc(NC(=O)C2CC=CCC2C(=O)O)cc1 (stereo not given),4%,-1%,1,-8
COC(=O)c1sccc1NC(=O)CSc1ccccc1NS(=O)(=O)c1ccc(F)cc1,2%,-3%[11.4 µM],-24,-12[1.84 µM]
CC(=O)c1cc2c(cc1N/C(=N/S(=O)(=O)c1ccc(C)cc1)c1ccc(Cl)cc1)OCO2,-2%,.,?,.
O=C(CSc1nc2c(sc3ccccc32)c(=O)n1CCc1ccccc1)NCc1ccco1,0%,-29%,24,-1
Cc1cccc(C(=O)CC(=O)c2cc(Cl)ccc2O)c1,-29%,3%,26,-1
Cc1cc(/C=N\NC(=O)CC(=O)NC2CCCCC2)c(C)n1-c1ccc(Cl)cc1,0%,4%,?,-8
COc1ccccc1NC(=O)c1nnn(Cc2ccccc2)c1NC(=O)C(F)(F)F,-2%,2%,?,2
Cc1ccc(Cl)cc1N1CCN(C(=O)COc2ccc3c(c2)CCC3)CC1,2%,.,59,2

# Record cards (already shown). Order of screens: 12-hLO inh | ALOX15B inhib | PNC assembly inh | IMPase inh
# Cc1cccc(C(=O)CC(=O)c2cc(Cl)ccc2O)c1 reads -29% | 3% | 26 | -1
# O=C(CSc1nc2c(sc3ccccc32)c(=O)n1CCc1ccccc1)NCc1ccco1 reads 0% | -29% | 24 | -1

# Going on with the list.
SMILES,12-hLO inh,ALOX15B inhib,PNC assembly inh,IMPase inh
Cc1cc(C)n(-c2cc(N3CCN(S(=O)(=O)c4ccc(Cl)cc4)CC3)ccc2[N+](=O)[O-])n1,-2%,.,5,2
COC(=O)c1ccc(C(NC(=O)OCc2ccccc2)/C(C)=C/[C@@H](C)C(=O)NC2CCCCC2)cc1 (stereo not given in full),-2%,11%,.,.
CCOC(=O)c1ccccc1NC(=O)Cn1cnc2c(oc3ccccc32)c1=O,-14%,-16%,-4,17
Cc1noc(C)c1C(=O)N1CCN(C(=O)c2sc3cc(Cl)ccc3c2Cl)CC1,-3%,0%[2.29 µM],?,-6
O=C(Nc1ncc2c(n1)-c1ccccc1OC2)c1ccc(Cl)cc1,1%,-3%,13,2
O=C(NNC(=O)C1CCN(Cc2cccc(F)c2)CC1)c1cccc(Cl)c1,-2%,-14%[11.4 µM],-4,-2[1.84 µM]
CCOc1ccc(S(=O)(=O)N2CCc3cc(OC)c(OC)cc3C2)cc1,1%,.,28,.
COc1ccc2c(c1)cc1n2CCN=C1NN,-9%,-4%,11,4
O=C(NCc1ccccc1)c1ccc(COCC(F)(F)F)o1,6%,-6%[11.4 µM],7,?
Cc1ccc(Cn2nnnc2CN2CCC(O)(c3ccccc3F)CC2)cc1,-17%,.,-100*,7

# The closing 3 records of the part before open the next one:
SMILES,12-hLO inh,ALOX15B inhib,PNC assembly inh,IMPase inh
COc1ccc2c(c1)cc1n2CCN=C1NN,-9%,-4%,11,4
O=C(NCc1ccccc1)c1ccc(COCC(F)(F)F)o1,6%,-6%[11.4 µM],7,?
Cc1ccc(Cn2nnnc2CN2CCC(O)(c3ccccc3F)CC2)cc1,-17%,.,-100*,7
O=C(Nc1ccc(CN2CCOCC2)cc1)c1ccc(-c2cc(Cl)ccc2Cl)o1,1%,43%[activator],-3,6
Cc1ccc(S(=O)(=O)N2CCN(Cc3nc4sc5c(c4c(=O)[nH]3)CCCC5)CC2)cc1,0%,.,69,.
Cc1c(NC(=O)CCC(=O)N2CCCCC2)c(=O)n(-c2ccccc2)n1C,-3%,-8%,33,-15
CC(Oc1ccc(Cl)cc1Cl)C(=O)N(Cc1ccco1)C1CCS(=O)(=O)C1 (stereo not given),-8%,-1%,?,?
Cn1c(SCC(=O)Nc2ccc(N3CCOCC3)c(Cl)c2)nnc1C(O)c1ccccc1 (stereo not given),1%,4%,?,-7
Cn1c(=O)[nH]c(=O)c2c1nc(N1CCCCC1)n2CCCSc1nc2ccccc2s1,-5%,.,131,9
COc1ccccc1C(=O)NC(C)C(c1cccs1)N1CCN(C)CC1 (stereo not given),10%,.,4,-4
CNC(=O)c1nnn(Cc2ccccc2)c1NC(=O)C(F)(F)F,10%,.,24,2
CCOc1ccc(-n2c(-c3ccc(OC)cc3)c[n+]3c2CCCCC3)cc1,4%,.,30,10
CN(C)Cc1nc2c(c(=O)[nH]1)C1(CCCCC1)Cc1ccccc1-2,4%,54%[activator],-15,6
CCOC1OC(=O)C(Cl)=C1Nc1ccc(C)cc1C (stereo not given),-1%,.,6,-10
Cc1cc(=O)oc(C)c1C(=O)n1nc(C)c2c1C[C@@H]1[C@H]2C1(C)C,-1%,-8%,-7,5
CCOc1cccc(C(=O)Nc2ccccc2N2CCN(C(=O)C(C)C)CC2)c1,-4%,-7%,13,-1
CCC/C=C(\CCC)C(NS(=O)(=O)CC12CCC(CC1=O)C2(C)C)c1ccc(C(=O)OC)cc1 (stereo not given),-1%,7%,.,.
CN(C)c1ccc(NC(=O)/C=C/c2ccccc2Cl)cc1,1%,.,22,2
CSc1ccccc1C(=O)NC1CCCCCC1,-5%,-17%,?,0
Cc1nn(-c2ccccc2)c(N)c1Sc1cccc([N+](=O)[O-])c1,-1%,.,5,.
Cc1nc(NCCc2ccc(S(N)(=O)=O)cc2)c2c3c(sc2n1)CCC3,3%,-6%,-22,5
O=C(CSc1ccccc1)Nc1ccc(-c2nc3ccccc3[nH]2)cc1,-1%,.,65,-12
CCOC(=O)Cc1csc(NC(=O)c2csc3c2CCCC3)n1,-26%,-4%,-16,-3
CCC(=O)Nc1c(C)n[nH]c1C,4%,.,1,.
C=CCOc1c(CNc2cccc(C(=O)O)c2)cccc1OC,5%,-4%,42,0
CCc1c(C)sc(NC(=O)C2CC2)c1C(=O)OC(C)C,-2%,.,-5,.
CC1=NS(=O)(=O)c2cc(Cl)ccc2N1,-6%,26%,4,-7
O=c1cc(NCc2ccco2)c2ccccc2o1,-4%,-10%,-3,0
O=C(c1ccc(COc2ccccc2[N+](=O)[O-])o1)N1CCCCCC1,-7%,-10%,?,5
Cn1nc(C(F)(F)F)c(C(=O)Nc2cccc(Cl)c2)c1Cl,2%,.,103,0
C=CCn1c(O)c(C(CC)=NCc2cccnc2)c(=O)[nH]c1=O,0%,1%,29,-11
Cc1ccc2c(c1)c(CC(=O)Nc1ccc(F)cc1)c(C(=O)O)n2C,-6%,-7%,23,-3
Cn1cnc([N+](=O)[O-])c1Sc1ncccc1N,2%,-13%,49,-3
NC(=O)COc1ccc2c3c(c(=O)oc2c1)CCCCC3,15%,-3%,-10,2
CN(C)/C=N/c1cnc(C(=O)c2ccc(Cl)cc2)n1C,-3%,-4%,9,3
CCCn1cc(NC(=O)C2CC(c3cccc(Br)c3)=NO2)cn1 (stereo not given),1%,1%,41,7
CCCC(=O)NC1=C(C#N)C2(CCCC2)Cc2ccccc21,8%,-4%,?,8
O=C(Nc1cccc(F)c1)C1CCN(C(=O)c2ccc(Cl)cc2)CC1,1%,.,-2,.
O=C(CSc1nnnn1Cc1ccccc1)Nc1ccc2c(c1)OCO2,-9%,4%,34,10
Nc1c(-c2cccs2)cnn1-c1nc(-c2ccc(Cl)cc2Cl)cs1,-4%,-9%,-7,-8
CCOC(=O)c1c(C)nc2ccc(C)cn12,-4%,0%,4,0
O=c1c(Cc2ccc(F)cc2)c(O)ccn1C1CC1,2%,-19%[11.4 µM],-1,6[1.84 µM]
Cc1ccc(SCC(=O)NCCN2C(=O)CSC2=O)cc1C,-3%,4%,-2,-8
CC(=O)Nc1cc2c(cc1NC(=O)Cn1nc(-c3ccc4c(c3)OCCO4)ccc1=O)OCCO2,-4%,2%,56,3
CCN(CC)C(C(=O)Nc1ccc2c(c1)OCO2)c1ccccc1 (stereo not given),-1%,.,27,.
Cc1oc(-c2ccc(Cl)cc2)cc1-c1nn2c(-c3ccoc3C)nnc2s1,-16%,-23%,48,2
CC(=O)N1CC=CC1(C)C(=O)NCc1cc(F)cc(C(F)(F)F)c1 (stereo not given),-3%&0%,0%,9,.
Cn1c(-c2ccc(CN3CCCCC3)o2)nc2ccccc21,-5%,6%,-2,2
CCCOc1nnnn1-c1ccccc1,-7%,-8%,26,4
COc1ccc2nc(N3C(=O)CC(C(C)c4ccccc4)C3=O)sc2c1 (stereo not given),0%,.,10,3
CS(=O)(=O)N1CCN(c2ccccc2NC(=O)c2cccnc2)CC1,-1%,5%[2.29 µM],-5,6
COc1ccc2oc(=O)c(C(=O)O)cc2c1,7%,-4%,?,3
Cc1n[nH]c(=O)nc1NCc1ccc(Cl)cc1,-4%,6%,-29,-12
Cc1c(C(=O)NCc2ccc3c(c2)OCO3)sc2nc(-c3ccc(F)cc3)cn12,-2%,8%,-13,11
Cc1ccc(C2CC(=O)NC(SCc3ccccc3)=C2C#N)cc1 (stereo not given),2%,.,233,8
O=C(Cn1nc(-c2ccccc2)ccc1=O)NCCN1CCN(Cc2ccccc2)CC1,2%,23%,-23,-7
